Compound activity: PubChem BioAssay, National Center for Advancing Translational Sciences (NCATS)
TSHR antag – Antagonists of the Thyroid Stimulating Hormone Receptor: HTS campaign. TSHR-expressing cells, TSH-stimulated cAMP HTRF, 2 h; hits give low values. 0.2% of 330,000 active. Thyrotropin receptor (Homo sapiens), P16473. activity change, negative = inhibition, % at 11.5 µM;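 active = activity change below a set negative limit, meaning inhibition stronger than a set level, cut at about -70% in these data; inconclusive = activity change between two set negative limits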; note: % is set by controls: 0 for no effect and ±100 for the full control effect
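Competitive HTRF cAMP read-out (cryptate anti-cAMP antibody, cAMP-d2; 30 min, room temperature) in freshly harvested TSHR cells. Compounds added before TSH at EC80 (4nM final), followed by 2 hours' incubation at 37 deg C.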
Eya2 phos inh – qHTS Assay for Inhibitors of the Phosphatase Activity of Eya2; Protein phosphatase EYA2 (Homo sapiens), O00167; recombinant Eya2, OMFP fluorescence dephosphorylation (OMFP is methylfluorescein phosphate); Potency, µM (top dose mostly 76.9 µM), for inactives: top-dose activity, negative = inhibition, most hits filed as inhibitors; 0.006% of 330,000 active; note: potency is the fitted concentration of half-maximal effect; % is set by controls: 0 for no effect and ±100 for the full control effect
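Eya2 (0.2 uM) preincubated 10 min at ambient with compound, then OMFP substrate added at 50 uM; 10 min reaction in 50 mM HEPES pH 7.5, 50 mM NaCl, 5 uM MgCl2, 0.05% BSA, 1 mM DTT. Fluorescence read at Ex 485/Em 525 nm.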
TCR act – Activators of T cell receptors: qHTS campaign; primary human leukocytes, anti-CD3, IL-2 HTRF, 48 h; Potency, µM (series often up to 9.22 µM), inactives show top-dose activation of IL-2 secretion, actives largely listed as activators; 330,000 tested, under 10 active; AID 504894, 2011; note: % of control where 0% means no effect
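Compounds are tested in HTS on primary human leukocytes co-incubated with a-CD3 beads for 48 hr. IL-2 output is measured by time-resolved FRET.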
TRPV1 agonist – HTS Assay for Compounds that Act as Agonists of the Vanilloid Receptor 1; Transient receptor potential cation channel subfamily V member 1 (Homo sapiens), Q8NER1; TRPV1-expressing cells, Fluo-8 calcium influx, agonist mode; activation, % at 8.33 µM; 0.19% of 320,000 active; in the data active = activation above about 80%; inconclusive = between about 30% and that limit; note: 0% is about no effect
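Cells expressing TRPV1 were dye-loaded with Fluo-8 and read kinetically: 10 s baseline, 3 min after compound (agonist portion), then 2 min after EC20 capsaicin (allosteric enhancer portion). Calcium-bound dye fluorescence at 480/520 nm.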
ELG1 repair inh – qHTS screen for small molecules that inhibit ELG1-dependent DNA repair in human embryonic kidney (HEK293T) cells expressing luciferase-tagged ELG1 | HEK293T ELG1-luciferase reporter, luminescence, 16 h; DNA damage induced by 5-fluorouridine | Potency, µM (doses to about 46.1 µM), for the others: top-dose activity change, negative = inhibition, hits mostly inhibitors | 2.3% of 330,000 active; note: potency is the fitted concentration of half-maximal effect; % is set by controls: 0 for no effect and ±100 for the full control effect; nearly all actives have a fitted effect of over 55% in size
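5-Fluorouridine DNA damage + compound/DMSO, 2,000 cells/well, 16 h, 37 °C/5% CO2. ONE-Glo, 30 min RT, luminescence. Readout = decrease in reporter signal.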
A-T KAP1 phos – qHTS Assay for Identifying a Potential Treatment of Ataxia-Telangiectasia; 0.19% of 320,000 active; Potency, µM (series often up to 57.5 µM), for inactives: at the top dose activation, most hits filed as activators; […] A-T fibroblasts, KAP-1 phosphorylation AlphaLISA; neocarzinostatin DNA damage 30 min before lysis; note: potency is the fitted concentration of half-maximal effect; % of control where 0% means no effect; nearly all actives have a fitted effect of over 45% in size
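hTERT-immortalized A-T patient fibroblasts ([…]), 500 cells/well in OPTI-MEM, 1% FBS, got compounds for 60 min, then NCS for 30 min at 37C. Lysates were then assayed for phospho-KAP-1 by AlphaLISA (anti-pKAP1 donor, anti-KAP1 acceptor beads), 6 hr at 25C.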
Mito fusion yeast – qHTS Assay for Small Molecule Inhibitors of Mitochondrial Division or Activators of Mitochondrial Fusion; 0.23% of 320,000 active; Potency, µM (titrated, usually from 46.1 µM), inactives show top-dose growth rescue (activation), usual class: activators; S. cerevisiae fusion-defective mutant growth rescue, CellTiterGlo 48 h;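 note: potency is the fitted concentration of half-maximal effect; % of control where 0% means no effect; nearly all actives have a fitted effect of over 45% in size; temperature-sensitive fusion mutants such as fzo1-1 at 37 °C on non-fermentable ethanol glycerol medium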
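S. cerevisiae fusion-defective temperature-sensitive mutants (e.g. fzo1-1, mgm1-5) grown 48 h at 37C in YPEG (ethanol/glycerol non-fermentable) medium with 23 nl compound per well; growth rescue read as CellTiterGlo luminescence.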
USP2a inh – qHTS Assay for Inhibitors of Ubiquitin-specific Protease USP2a Using CHOP2 as the Reporter; Ubiquitin carboxyl-terminal hydrolase 2 (Homo sapiens), O75604; USP2 core, Ub-CHOP2 coupled fluorogenic reporter, 485/531; Potency, µM (titrated, usually from 38.3 µM), for inactives: at the top dose activity change, negative = inhibition, actives largely listed as inhibitors; 0.01% of 330,000 active; AID 463254, 2010;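 note: potency is the fitted concentration of half-maximal effect; plate controls were DMSO wells for no effect and full inhibition by NEM control for full effect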
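Deubiquitinase activity read as fluorescence (485/531 nm) after Ub-CHOP2 cleavage activates the enterokinase reporter on its substrate; USP2 core 10nM, Ub-CHOP2 and substrate 25nM each, 30min compound preincubation then 60min RT; data normalized to NEM, curves fitted.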
KCNH2 3.1 block – qHTS for Inhibitors of KCHN2 3.1: Mutant qHTS. U2OS KCNH2 3.1, thallium flux FluxOr; hits give low values. activity change, % (tested at about 1.8 µM). 0.95% of 340,000 active. AID 720553, 2013;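 active = maximum activity change below -70%; inconclusive = maximum activity change from -70% to -50%; inactive = maximum activity change above -50%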;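 note: thallium influx rate constant from kinetic fluorescence after stimulation buffer; % is set by controls: 0 for no effect and ±100 for the full control effect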
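Kinetic fluorescence (2 min after stimulation buffer) measures Tl+ influx through KCNH2 3.1 expressed by viral transduction in U2OS cells; the rate constant is normalized against DMSO controls serving as positive and negative references.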
hERG WT inh – qHTS for Inhibitors of KCHN2 3.1: Wildtype qHTS; Voltage-gated inwardly rectifying potassium channel KCNH2 (Homo sapiens), Q12809; U2OS, BacMam KCNH2, thallium flux FluxOr; hits give low values; activity change, % at 1.84 µM; 0.37% of 340,000 active;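 active = maximum activity change below -70%; inconclusive = maximum activity change between -70% and -50%; inactive = maximum activity change above -50%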; note: % is set by controls: 0 for no effect and ±100 for the full control effect
Target sequence (Q12809 whole entry, looked up): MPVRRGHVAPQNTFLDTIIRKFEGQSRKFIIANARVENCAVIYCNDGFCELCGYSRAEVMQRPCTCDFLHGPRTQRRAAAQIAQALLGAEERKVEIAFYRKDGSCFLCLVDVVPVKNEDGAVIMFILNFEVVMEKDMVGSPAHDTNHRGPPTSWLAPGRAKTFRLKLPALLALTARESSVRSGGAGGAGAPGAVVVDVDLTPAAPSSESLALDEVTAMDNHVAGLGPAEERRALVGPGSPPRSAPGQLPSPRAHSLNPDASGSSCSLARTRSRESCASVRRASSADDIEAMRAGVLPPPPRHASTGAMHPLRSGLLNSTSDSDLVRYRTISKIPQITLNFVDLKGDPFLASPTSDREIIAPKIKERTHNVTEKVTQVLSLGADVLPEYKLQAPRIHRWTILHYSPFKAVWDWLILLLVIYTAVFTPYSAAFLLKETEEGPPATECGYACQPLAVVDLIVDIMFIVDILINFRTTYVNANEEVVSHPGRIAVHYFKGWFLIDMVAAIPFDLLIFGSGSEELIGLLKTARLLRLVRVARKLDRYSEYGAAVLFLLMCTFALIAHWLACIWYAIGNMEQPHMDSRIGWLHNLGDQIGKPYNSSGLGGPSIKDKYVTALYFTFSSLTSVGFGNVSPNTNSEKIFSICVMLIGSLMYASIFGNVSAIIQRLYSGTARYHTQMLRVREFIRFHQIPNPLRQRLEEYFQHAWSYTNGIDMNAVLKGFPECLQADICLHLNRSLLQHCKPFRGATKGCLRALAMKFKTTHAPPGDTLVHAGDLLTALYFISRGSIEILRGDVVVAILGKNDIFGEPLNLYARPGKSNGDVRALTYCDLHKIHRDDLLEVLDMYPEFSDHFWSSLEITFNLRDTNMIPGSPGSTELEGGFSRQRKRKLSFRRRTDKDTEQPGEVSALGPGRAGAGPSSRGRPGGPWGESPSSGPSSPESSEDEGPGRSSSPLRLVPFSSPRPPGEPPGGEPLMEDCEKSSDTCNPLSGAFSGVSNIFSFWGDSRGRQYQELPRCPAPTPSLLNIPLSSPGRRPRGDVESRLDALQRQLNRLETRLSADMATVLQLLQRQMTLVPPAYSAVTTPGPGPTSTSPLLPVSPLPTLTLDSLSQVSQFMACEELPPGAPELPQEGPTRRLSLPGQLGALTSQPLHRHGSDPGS
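U2OS cells transduced with wild-type KCNH2 virus are loaded with FluxOr dye for 45 min, and thallium flux is measured in kinetic reads before and after stimulation buffer. Rate constants are normalized to DMSO controls.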
Active calls of the source: *; ? = inconclusive; . = not tested or not shown; [ ] = another dose, or the depositor's remark. Unless noted, calls come from the whole dose curve; as a rule, active = well fitted curve in the direction sought with a large enough effect; inconclusive = small, poorly fitted or top-dose-only effect, or another doubt; inactive = no such curve, though single readings can be large; an effect the other way counts as inactive or inconclusive. Some of the compounds tested; count on the stated rates, not on these rows.

smiles,USP2a inh,A-T KAP1 phos,KCNH2 3.1 block,ELG1 repair inh,TRPV1 agonist,Mito fusion yeast,hERG WT inh,TCR act,TSHR antag,Eya2 phos inh
CC(=O)Cc1nsc(NC(=O)c2ccc(-c3ccc(Cl)cc3Cl)o2)n1,-1.4%,.,-10.4,10.0%,-6.3,0.8%,-4.6,5.1%,-9.2,23.0%
Cc1cc(C)cc(OCC(=O)Nc2nc(-c3cccnc3)cs2)c1,0.9%,2.1%,-26.0,?,2.5,3.2%,-7.7,-2.6%,-1.3,3.5%
CCC(C)(C)n1nnnc1C(c1ccc(C)cc1)N1CCN(Cc2ccc3c(c2)OCO3)CC1 (stereo not drawn),-0.8%,1.2%,-35.6,-15.1%,29.4,6.2%,6.2,-8.1%[46.1 µM],-8.0,-17.8%
O=S(=O)(c1cccc2nsnc12)N1CCCC1,-0.3%,-8.4%,4.3,?,2.0,-2.4%,4.3,1.7%,-6.0,5.9%
O=C(CCN=C1NS(=O)(=O)c2ccccc21)NCc1ccccc1F,3.0%,8.5%,-5.8,7.8%,.,.,5.1,-1.5%,-2.1,4.3%
CCOC(=O)NC1(Nc2ccc(Cl)cn2)Oc2ccccc2O1,0.0%,-3.1%,.,13.4%,-1.7,-0.3%,.,.,-10.7,-8.9%
CC(CNCc1ccc2c(c1)OCO2)NCc1ccc2c(c1)OCO2 (stereo not drawn),1.2%,0.0%,-14.6,-10.0%,-1.4,1.2%,10.2,-7.4%,2.0,6.0%
O=C(NC1CCCCC1)/C(=N\O)c1ccccn1,3.8%,-3.0%,-4.4,14.2%,-1.1,0.1%,-10.9,2.1%,-7.3,0.1%
COC(C(=O)Nc1ccnn1C1CCN(Cc2cnn(C(C)C)c2)CC1)c1ccccc1 (stereo not drawn),-0.1%,14.9%,11.6,0.5%,0.5,-0.9%,-15.5,4.4%,-4.5,1.8%
Cn1c(SCC(=O)NC2CCCCC2)nnc1-c1ccccc1O,-1.4%,-9.3%,19.0,12.1%,2.7,1.1%,-10.4,-2.5%,-7.4,5.3%
Cc1ccc(C(c2nnnn2CS(=O)(=O)c2ccc(C)cc2)N2CCCC2)cc1 (stereo not drawn),-3.7%,1.7%,-4.8,?,?,-3.1%,-9.2,-4.4%,6.4,1.1%
COc1ccc(CCNc2nc(C)cc(C)n2)cc1OC,-0.8%,15.6%,24.7,-0.3%,5.7,1.3%,-0.7,2.8%,-1.3,4.0%
Cc1ccc(C(=O)NC(C)CCc2ccccc2)cc1[N+](=O)[O-] (stereo not drawn),-5.8%,-3.5%,-14.5,?,?,5.3%,-19.9,-3.7%,1.9,4.8%
O=C(O)c1cc(S(=O)(=O)N2CCN(S(=O)(=O)c3ccc4ccccc4c3)CC2)ccc1Br,2.7%,-7.0%,9.5,?,.,.,-2.7,-2.1%,-3.6,3.8%
CC(=O)OCC(=O)Nc1ccccc1C,1.0%,-0.4%,0.2,15.2%,-1.0,-9.5%,.,6.2%,3.4,1.3%
CCn1ccnc1CN1CCC(CO)(CCOc2ccccc2)CC1,-0.9%,-7.4%,-7.3,4.2%,3.7,3.6%,11.7,-3.1%,12.4,-17.5%
N#Cc1cnn(-c2ccccc2)c1NC(=O)CN1CCOCC1,-1.0%,-2.2%,-0.9,5.7%,15.7,0.1%,-6.1,-3.9%,12.0,5.6%
CC(=O)c1c(NCCc2ccccc2)cc(C)oc1=O,-0.7%,-2.3%,3.7,26.8%,0.6,2.8%,-9.8,1.9%,5.3,-6.0%
Cc1ccccc1-c1nc(CN2CCCC(C(=O)NCc3cccnc3)C2)c(C)o1 (stereo not drawn),1.0%,-1.8%,-19.2,-18.5%,2.5,-7.4%,4.5,2.1%,16.7,16.8%
CC(=O)Nc1ccc(S(=O)(=O)NCCc2ccccn2)cc1,2.7%,0.4%,-3.5,3.4%,2.0,1.5%,-7.4,-4.4%,8.2,11.1%
CCN(CC)C(=O)Cn1cc(C(=O)C(=O)NCCc2c[nH]c3ccccc23)c2ccccc21,4.2%,-2.9%,-1.1,-9.8%,-0.1,7.4%,5.2,2.9%,12.7,9.2%
Cc1ccc(C(=O)Sc2cccccc2=O)cc1,-9.4%,25.7%,-23.2,?,3.4,17.7%,-33.8,-0.8%,15.1,4.2%
O=C(CCN1C(=O)/C(=C/c2ccc(Cl)cc2)SC1=S)Nc1cccc(C(=O)O)c1,3.5%,-10.3%,-0.6,0.6%,-0.8,-4.2%,-12.0,-5.5%,8.1,5.5%
Nc1nc(SCc2nc3scc(-c4ccccc4)c3c(=O)[nH]2)n[nH]1,-0.4%,1.1%,8.9,-9.0%,-5.3,?,8.5,-13.3%,-2.8,-0.8%

Looked up by structure from the entries so far:
smiles,USP2a inh,A-T KAP1 phos,KCNH2 3.1 block,ELG1 repair inh,TRPV1 agonist,Mito fusion yeast,hERG WT inh,TCR act,TSHR antag,Eya2 phos inh
CCC(C)(C)n1nnnc1C(c1ccc(C)cc1)N1CCN(Cc2ccc3c(c2)OCO3)CC1 (stereo not drawn),-0.8%,1.2%,-35.6,-15.1%,29.4,6.2%,6.2,-8.1%[46.1 µM],-8.0,-17.8%
CC(=O)Nc1ccc(S(=O)(=O)NCCc2ccccn2)cc1,2.7%,0.4%,-3.5,3.4%,2.0,1.5%,-7.4,-4.4%,8.2,11.1%

Next part
smiles,USP2a inh,A-T KAP1 phos,KCNH2 3.1 block,ELG1 repair inh,TRPV1 agonist,Mito fusion yeast,hERG WT inh,TCR act,TSHR antag,Eya2 phos inh
COc1cc(CNC(=O)c2ccc3oc(C(C)C)nc3c2)cc(OC)c1,-6.8%,8.3%,5.5,?,-1.6,-7.0%,-1.9,3.9%,-0.7,-3.9%
CC(=O)c1ncnn1CC(=O)c1ccc(Cl)cc1Cl,0.0%,2.8%,-1.4,3.7%,-1.6,-2.4%,14.3,9.9%,-18.8,-0.2%
COC(CNC(=O)CC1C(=O)N(Cc2ccccc2)C(C)c2nc3ccccc3n21)OC (stereo not drawn),-5.1%,4.2%,-29.0,0.0%,18.9,-0.4%,-2.8,-2.6%,0.3,-7.6%
CCOC(=O)c1c(NC(C)=O)sc(C(=O)NC2CCCC2)c1C,1.2%,8.2%,-9.0,7.5%,-1.4,5.1%,-2.0,-2.4%,0.4,0.8%
CC(C)n1cc(C(=O)c2cc(Br)ccc2O)cc(C#N)c1=O,3.1%,5.4%,-26.1,-27.9%,3.1,2.3%,41.8,-0.4%,-6.8,8.8%
O=[N+]([O-])c1ccc(NCCCO)c(C(F)(F)F)c1,-0.1%,-8.0%,3.4,-9.8%,2.4,-5.2%,-1.9,-6.7%[46.1 µM],11.3,6.6%
CCCc1cc(=O)n2[nH]c(-c3ccccc3)cc2n1,-0.7%,3.8%,16.6,?,2.0,-3.5%,-1.6,-8.0%[46.1 µM],-12.6,-4.7%
COc1ccc(CCNC(=O)c2ccc3nc4cc(Cl)ccc4c(=O)n3c2)cc1OC,1.9%,-4.3%,6.9,-2.7%,-0.3,1.2%,10.7,-2.8%,-7.5,1.4%
COc1ccc2c(c1)c1ccccc1n2C,1.7%,.,5.2,?,-1.5,2.9%,-3.0,.,12.0,8.0%
CC1(C)Cc2c(C#N)c(NCC3CCCO3)nc(-c3ccco3)c2CO1 (stereo not drawn),2.5%,24.7%,-20.5,?,17.2,18.6%,-12.7,-6.8%,.,5.5%
Cc1ccc(-n2nc3c(=O)n(C(C)C(=O)NCc4ccco4)nc(C)c3c2C)cc1 (stereo not drawn),-0.1%,8.8%,-7.2,-5.5%,-0.1,-5.3%,1.7,3.8%,-8.0,12.2%
N#C/C(=C/c1ccc(CNS(=O)(=O)c2ccccc2)o1)C(=O)NCc1ccccc1,2.6%,-0.3%,5.2,?,-0.6,-1.3%,-9.8,3.2%[46.1 µM],6.8,-8.1%
O=C(Nc1ccc2oc(-c3cccnc3)nc2c1)c1ccc([N+](=O)[O-])o1,0.0%,7.8%,5.3,?,-3.4,10.7%,2.6,3.8%,-7.2,9.5%
O=C(c1cccc(S(=O)(=O)N2CCc3ccccc32)c1)N1CCc2ccccc2C1,1.1%,5.3%,1.7,?,3.6,8.5%,28.5,1.8%,-26.9,1.9%
CSc1nc(-c2ccccc2)nc(NC(=O)c2ccccc2)c1C(C)=O,2.0%,-0.2%,4.8,?,12.0,1.4%,-2.2,1.9%,3.1,10.0%
